From PubChem
aSyn yeast inh: qHTS of alpha-syn Inhibitors; hit rate 0.14% among 370,000; Potency, µM (series often up to 46.1 µM), for inactives: at the highest dose growth rescue (activation), usual class: activators; AID 652106, 2013; Yeast expressing alpha-synuclein, growth rescue, BacTiter-Glo, 24 h; note: potency is the fitted concentration of half-maximal effect; % of control where 0% means no effect; nearly all actives have a fitted effect of over 65% in size
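Galactose-induced alpha-syn yeast (OD600=0.02, raffinose-pregrown) + pinned cpd, 24 hr, 30 deg C; growth by BacTiter-Glo luminescence. Growth restoration scores as activation.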
PTHR1 agonist: qHTS for PTHR1 Agonists: Primary Screen; HEK293 GP2 PTHR1 cells, GloSensor cAMP luminescence, 1 h; Parathyroid hormone/parathyroid hormone-related peptide receptor (Homo sapiens), Q03431; Potency, µM (titrated, usually from 115 µM), without a hit: at the highest dose activation, hits mostly activators; hit rate 0.075% among 410,000; note: potency is the fitted concentration of half-maximal effect; nearly all actives have a fitted effect of over 55% in size; some results filed as inactive show a strong effect at the top dose; inactives centre near -15; many of its hits are not listed in these tables
Target sequence (Q03431 whole entry, looked up): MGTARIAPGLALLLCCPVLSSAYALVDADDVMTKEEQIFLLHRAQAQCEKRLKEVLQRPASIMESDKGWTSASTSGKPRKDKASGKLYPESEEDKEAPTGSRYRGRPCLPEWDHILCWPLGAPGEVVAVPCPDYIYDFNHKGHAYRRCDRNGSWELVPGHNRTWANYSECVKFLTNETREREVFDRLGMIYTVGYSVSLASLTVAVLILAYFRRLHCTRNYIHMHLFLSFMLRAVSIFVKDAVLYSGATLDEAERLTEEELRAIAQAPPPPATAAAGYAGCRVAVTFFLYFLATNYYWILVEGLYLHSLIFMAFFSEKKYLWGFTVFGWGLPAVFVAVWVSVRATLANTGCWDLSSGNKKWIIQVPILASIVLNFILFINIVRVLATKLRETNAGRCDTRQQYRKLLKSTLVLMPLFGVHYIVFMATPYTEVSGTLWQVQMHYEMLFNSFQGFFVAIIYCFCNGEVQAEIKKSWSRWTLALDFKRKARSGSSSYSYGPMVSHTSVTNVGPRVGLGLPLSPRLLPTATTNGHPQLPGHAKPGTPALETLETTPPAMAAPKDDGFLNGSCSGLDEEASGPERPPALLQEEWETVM
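HEK-293-derived GP2 cells expressing PTHR1 and a GloSensor cAMP reporter, 3,000/well, plated overnight, given luciferin plus IBMX (each 0.5 mM as added) for 1 h at 37 °C, then compound for 1 h at 37 °C. Luminescence was read after 15 min at room temperature.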
TDP-43 yeast inh: qHTS of TDP-43 Inhibitors | TDP-43 expressing yeast growth rescue, BacTiter-Glo, 24 h | Potency, µM (titrated, usually from 46.1 µM), without a hit: at the highest dose growth rescue (activation), usual class: activators | hit rate 1.8% among 410,000; note: potency is the fitted concentration of half-maximal effect; % of control where 0% means no effect; nearly all actives have a fitted effect of over 50% in size
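Galactose-induced TDP-43 yeast, OD600=0.02, compound pinned; 24 hr, 30 deg C; BacTiter-Glo luminescence for growth. Inhibitors of TDP-43 toxicity read as activators.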
GLP-1R agonist: qHTS of GLP-1 Receptor Agonists. Glucagon-like peptide 1 receptor (Homo sapiens), P43220. HEK293 GLP-1R CRE-luciferase, luminescence, 4-6 h; cells express a hypersensitive GLP-1R form. Potency, µM (series often up to 45.6 µM), for inactives: top-dose activation, usual class: activators. hit rate 0.007% among 380,000; note: potency is the fitted concentration of half-maximal effect; % of control where 0% means no effect
GLP-1R inv ag: qHTS of GLP-1 Receptor Inverse Agonists (Inhibition Mode); Potency, µM (highest dose often 38.3 µM), inactives show at the highest dose activity change, negative = inhibition, usual class: inhibitors; HEK293 GLP-1R CRE-luciferase, luminescence, 24 h; GLP-1R form is constitutively active; hit rate 1.6% among 410,000; note: potency is the fitted concentration of half-maximal effect; % is set by controls: 0 for no effect and ±100 for the full control effect; nearly all actives have a fitted effect of over 55% in size
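Constitutively active GLP-1R drives a cAMP-responsive luciferase in stably transfected HEK293 cells; test compounds are added after overnight (12 h) attachment and left 24 hr, and signal loss in luminescence marks inhibition.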
Akt phos inh: HTS Assay for Inhibitors of Akt Phophorylation: Primary Screen; hit rate 0.32% among 360,000; Neuro2A IGF-stimulated pAkt S473 HTRF, 20 min; stronger effect = lower value; activity change, % for hits at 50 µM; in the data active = activity change below about -80%; inconclusive = mostly about -51% to -80%; note: % is set by controls: 0 for no effect and ±100 for the full control effect
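Neuro2A cells in DMEM with 0.5% FBS, overnight at 37 deg C, given compound at single 50 µM final, then IGF (6 nM final) for 20 min at 37 deg C. Lysed; phospho-Akt Ser473 by HTRF after 24 h, 665/615 ratio.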
FUS suppressor: qHTS for Suppressors of FUS Proteinopathy: Primary screen using FUS-linked yeast assay | hit rate 0.24% among 390,000 | S. cerevisiae FUS-expressing, growth rescue, OD600, 24 h | Potency, µM (highest dose often 76.6 µM), inactives show at the highest dose growth rescue (activation), actives largely listed as activators;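 note: potency is the fitted concentration of half-maximal effect; plate controls were DMSO vehicle for no effect and reference control for full effect; nearly all actives have a fitted effect of over 55% in size; some results filed as inactive show a strong effect at the top dose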
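Compound concentration series was pinned onto galactose-induced FUS-expressing yeast seeded at OD 0.005. Plates sat 24hr at 30C; absorbance at 600 nm gave growth. DMSO served as background control.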
DRD3 antagonist: qHTS of D3 Dopamine Receptor Antagonist: qHTS; max response, negative = inhibition, %; D3R cells, DiscoveRx beta-arrestin luminescence, antagonist mode; stronger effect = lower value; D(3) dopamine receptor (Homo sapiens), P35462; AID 652054, 2013; hit rate 2.5% among 360,000; in the data active = max response below about -50%; inconclusive = no clear call, values can overlap the other calls; note: % is set by controls: 0 for no effect and ±100 for the full control effect; mostly tested at two doses, the higher about 12 µM
Target sequence (P35462 whole entry, looked up): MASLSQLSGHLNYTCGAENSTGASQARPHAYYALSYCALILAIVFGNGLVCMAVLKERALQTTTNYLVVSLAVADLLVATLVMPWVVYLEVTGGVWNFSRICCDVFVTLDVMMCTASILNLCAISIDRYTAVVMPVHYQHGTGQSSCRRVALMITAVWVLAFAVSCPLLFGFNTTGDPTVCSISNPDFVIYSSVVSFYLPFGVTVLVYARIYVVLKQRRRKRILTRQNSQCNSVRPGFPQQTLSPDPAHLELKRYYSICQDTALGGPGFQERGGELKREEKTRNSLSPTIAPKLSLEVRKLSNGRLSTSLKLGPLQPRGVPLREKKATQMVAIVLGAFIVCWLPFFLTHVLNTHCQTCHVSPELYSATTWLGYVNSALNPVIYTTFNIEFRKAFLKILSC
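Cells expressing the human receptor were seeded at 1500 cells/well, incubated overnight at 37 degrees C in 5% CO2, then exposed to library compounds with dopamine controls for 90 minutes at 37 degrees C before luminescent detection.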
Abeta rescue: qHTS for compounds that reverse cellular toxicity of Amyloid beta (A-beta) peptide in yeast: Primary Screen. AID 1347071, 2019. hit rate 0.063% among 410,000. yeast expressing A-beta42, growth rescue, OD600, 48 h; response scale: 0% DMSO, 100% iron-clioquinol control. Potency, µM (highest dose often 46.1 µM), inactives show at the highest dose growth rescue, usual class: activators; note: potency is the fitted concentration of half-maximal effect; nearly all actives have a fitted effect of over 55% in size
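Yeast A-beta toxicity model in growth medium with pinned compounds, 48 h at 30 C; growth read as absorbance at 600 nm. Normalized to FeCl3/clioquinol equimolar mix (positive) and DMSO (negative).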
* hit, by the source's call; i = inactive; ? = inconclusive; nt = not tested or not shown; & = joins results of further samples; [ ] = another dose, or the depositor's remark. Unless noted, calls come from the whole dose curve; as a rule, active = well fitted curve in the direction sought with a large enough effect; inconclusive = small, poorly fitted or top-dose-only effect, or another doubt; inactive = no such curve, though single readings can be large; an effect the other way counts as inactive or inconclusive. The list is partial; rates above refer to the full screens.

SMILES	aSyn yeast inh	PTHR1 agonist	TDP-43 yeast inh	GLP-1R agonist	GLP-1R inv ag	Akt phos inh	FUS suppressor	DRD3 antagonist	Abeta rescue
CCCS(=O)(=O)c1nc(S(=O)(=O)c2ccc(C)cc2)c(N2CCOCC2)s1	-3%	i	7%	3%	-15%	i	nt	-6	-1%
CCOC(=O)[C@H]1[C@H]2COc3ccc(C)cc3[C@@H]2N2C(=O)CN(Cc3ccc(C)cc3)C(=O)[C@@]12C	12%	-2%	15%	-1%	?	i	?	-22	8%
COc1ccc(CCNC(=O)Cn2c(=O)n(-c3cc(F)ccc3F)c(=O)c3sccc32)cc1OC	-2%	-45%[inhibitor]	-1%	4%	20%	i	25%	172	2%
O=C(O)c1cc(S(=O)(=O)N(Cc2ccccc2)c2ccccc2)ccc1Cl	-13%	-6%	21%	-1%	?	i	-17%	7	-1%
O=c1cc(-c2ccccc2)c2ccc(O)cc2o1	-3%	-37%[inhibitor]	-3%	9%	?	i	12%	-8	-21%
N#CC1=C(S)N(c2ccc(F)cc2)C(c2cccs2)NC1=O (stereo not given)	5%	i	19%	-26%	0%	i	-23%	-2	-7%
CCOC(=O)C1CCN(C(=O)CN(c2ccc3c(c2)OCCO3)S(=O)(=O)c2ccccc2)CC1	-4%	-3%	-7%	14%	17%	i	22%	-1	6%
Cc1cccn2cc(CSc3ccccc3N)nc12	1%	-24%	-17%	-9%	-8%	i	3%	3	14%
CCc1ccccc1NC(=O)c1cc(-c2ccc(OC)cc2)on1	-6%	0%	18%&-11%	6%	19%&6%	i	-20%&-20%	11	0%&-19%
CC(=O)c1ccc(NC(=O)CN2C(=O)NC(C)(C3CCCCC3)C2=O)cc1 (stereo not given)	-7%	-7%	19%	13%	-18%	i	-2%	-1	6%
O=C(O)c1ccc(CSc2nnc(-c3ccncc3)n2CC2CCCO2)cc1 (stereo not given)	-1%	i	2%	-8%	0%	i	36%	8	-20%
c1ccc(-n2ncc3c(N4CCN(CCOc5cccc6ccccc56)CC4)ncnc32)cc1	-1%	i	20µM*	21%	7%	i	-6%	-10	-2%
CCCCCC(=O)NC(NC(=S)N1CCOCC1)C(Cl)(Cl)Cl (stereo not given)	-7%	i	0%	4%	?	i	-8%	3	-7%
CCC1CSC(=Nc2ccc(C)cc2)N1C(=O)CN1C(=O)NC2(CCCC2)C1=O (stereo not given)	9%	i	9%	-9%	?	i	nt	13	12%
COC(=O)c1ccccc1N=Nc1c(C)noc1C	11%	i	7%	13%	18%	i	-18%	8	-16%
COc1cccc(-c2nn(C)c3sc(C(=O)Nc4ccc5c(c4)OCCO5)cc23)c1	11%	i	8%	-1%	-13%	i	30%	-24	4%
COc1cccc2sc(N(Cc3cccnc3)C(=O)COc3ccccc3)nc12	nt	-31%[inhibitor]	-7%	nt	8%	nt	10%	nt	-15%
CCC(C)(C)NC(=O)C(c1ccc(OC)cc1)N(Cc1ccco1)C(=O)CCC(=O)Nc1cc(C)on1 (stereo not given)	1%	-14%[57.5 µM]	-11%	5%	-27%	i	20%	-18	-5%
O=C(CSc1nnc(CNC(=O)c2ccccc2F)o1)c1ccccc1	0%	-9%	20%	1%	-1%	i	-2%	8	12%
CC(C)N(Cc1nc(-c2ccccc2)no1)C(=O)C1CCCCC1	5%	i	3%	19%	-10%	i	23%	11	-9%
Cc1ccc(NC(=S)NC2CCSc3ccccc32)cc1 (stereo not given)	8%	-30%[inhibitor]	-6%	17%	?	i	16%	?	?
COc1ccc(CCC(=O)N2CCN(S(=O)(=O)c3cccs3)CC2)cc1	-1%	i	0%	1%	7%	i	14%	2	1%
CCN(CC)S(=O)(=O)c1ccc(C(=O)NCC2CCCCC2)cc1	-5%	i	-13%	16%	-32%	i	24%	?	10%
CCc1nnc(NC(=O)c2nc(SCc3ccc(F)cc3)ncc2Cl)s1	nt	i	16µM*	nt	-11%	nt	?	nt	-4%
CSc1nc(C)nc2c1c(=O)n(C)c(=O)n2C	?	i	19%	1%	5%	i	-21%	4	-13%
O=C(CSc1nc2ccc(Cl)cc2[nH]1)c1ccc2c(c1)OCO2	9%	i	-17%	-1%	13%	nt	38%	-12	-34%[inhibitor]
N#CC1=C(N)N(c2ccccc2)C2=C(C(=O)CCC2)C1c1ccccc1 (stereo not given)	-2%	i	11%	-7%	6%	i	34%	-6	0%
COc1ccc(N(CC(O)CN2C(=O)NC(C)(C)C2=O)S(=O)(=O)c2ccc(C)cc2)cc1 (stereo not given)	-4%	-6%[57.5 µM]	4%	-4%	0%	i	25%	-29	-1%
COCCNc1nc(-c2cc(C)c(C)cc2C)cs1	11%	-7%	-4%	4%	?	i	15%	-14	3%
Cc1c(CCC(=O)O)c(=O)oc2cc(OCc3cccc(F)c3)ccc12	6%	i	1%	6%	15%	i	1%	-30	3%
Nc1nonc1C(=O)NCCNCc1ccccc1OCc1ccc(F)cc1	-14%	i	-6%	-1%	-1%	i	14%	-3	15%
COC(=O)c1c(C(C)=O)c(C)n(C)c1C	3%	-24%	-9%	14%	4%	i	2%	0	11%
Cc1ccc2c(c1)N(CC(=O)Nc1ccc3c(c1)OCCO3)C(=O)CO2	4%	i	-18%	-2%	0%	i	15%	10	0%
Cc1cccc(N(Cc2ccccc2)C(=O)Cc2ccc(S(=O)(=O)N3CCOCC3)s2)c1	15%	-31%[inhibitor]	14%	19%	?	i	27%	6	12%
Cc1cc(C)n2c(=O)[nH]nc2c1	-4%	-9%	-13%	2%	3%	i	-17%	20	-9%
CCCCN(C(=O)COC(=O)c1ccc(C=O)cc1)c1c(N)n(CCC)c(=O)[nH]c1=O	0%	4%	-17%	-29%	18%	i	nt	24	0%
Cn1c(O)c(N=NC(=O)Cn2ccc(C(F)(F)F)n2)c2ccccc21	-2%	i	-2%	1%	5%	i	4%	-13	-2%
COc1ccc(CCNC(=O)Cc2cccc(C(F)(F)F)c2)cc1OC	-2%	-7%	11%	-1%	-10%	i	0%	12	0%
CCc1ccc(NC(=O)C2CCC(CNS(=O)(=O)c3cccs3)CC2)cc1 (stereo not given)	nt	-10%	6%	nt	1%	nt	-20%	nt	-19%
Cc1csc(N(C(=O)c2ccc(S(=O)(=O)N(C)C)cc2)c2ccccc2)n1	-2%	i	1%	2%	2%	i	-28%	47	20%

Rewritten as labelled records: 2 of the compounds above
> COc1ccc(CCNC(=O)Cc2cccc(C(F)(F)F)c2)cc1OC
- aSyn yeast inh = -2%
- PTHR1 agonist = -7%
- TDP-43 yeast inh = 11%
- GLP-1R agonist = -1%
- GLP-1R inv ag = -10%
- Akt phos inh = i
- FUS suppressor = 0%
- DRD3 antagonist = 12
- Abeta rescue = 0%
> CCc1ccc(NC(=O)C2CCC(CNS(=O)(=O)c3cccs3)CC2)cc1 (stereo not given)
- aSyn yeast inh = nt
- PTHR1 agonist = -10%
- TDP-43 yeast inh = 6%
- GLP-1R agonist = nt
- GLP-1R inv ag = 1%
- Akt phos inh = nt
- FUS suppressor = -20%
- DRD3 antagonist = nt
- Abeta rescue = -19%

Additional compounds
SMILES	aSyn yeast inh	PTHR1 agonist	TDP-43 yeast inh	GLP-1R agonist	GLP-1R inv ag	Akt phos inh	FUS suppressor	DRD3 antagonist	Abeta rescue
O=C(CN1C(=O)NC2(CCCCC2)C1=O)Nc1nc2c(F)cc(F)cc2s1	0%	i	23%	-3%	-21%	i	5%	6	8%
CNc1c(C(=O)O)ccc2c1C(=O)c1ccccc1C2=O	-7%	-4%	-9%	2%	7%	i	-18%	-74*	-10%
CC(C)NC(=O)N(C)C[C@@H]1OCc2ccccc2-c2c(n(C)c3ccccc23)C(=O)N([C@@H](C)CO)C[C@@H]1C	2%	-34%[inhibitor]	3%	-8%	4%	i	14%	-20	13%
Cc1ccc2nc(-c3ccc(C#N)cc3)c(Cc3ccccc3C(F)(F)F)n2c1	17%	-10%	?	12%	?	i	38%	-29	18%
COc1c(C)cccc1C(=O)Nc1cc(Cl)ccc1N1CCOCC1	17%	i	-19%	1%	1%	i	-15%	-2	-67%[inhibitor]
CC(C)(C)NC(=O)CSc1nnc(CN2CCCCCC2=O)n1-c1ccccn1	-4%	-8%	-7%	6%	7%	i	0%	-3	-10%
O=C(NC(=O)c1ccccc1O)c1ccc(C(F)(F)F)cc1	-5%	-26%	-27%	5%	4%	i	23%	-10	-4%
O=C(O)c1cscc1-c1cccc2ccccc12	-13%	i	?	0%	-4%	i	-4%	-12	9%
COc1ccc2cc(/C=C3\SC(=S)NC3=O)c(N3CCOCC3)nc2c1	5%	-35%[inhibitor]	?	2%	?	i	nt	3	-66%[inhibitor]
COC(=O)c1cc(NCc2cccs2)ccc1N1CCOCC1	6%	i	-2%	26%	4%	i	2%	-13	9%
COc1cc(C2c3[nH]c4ccccc4c3CC3COC(=O)N32)cc(OC)c1O (stereo not given)	0%	i	-5%	9%	109%[activator]	i	nt	1	0%
Cc1ccc(S(=O)(=O)n2cccc2C)cc1	-1%	i	-1%	11%	2%	i	-4%	-14	12%
Cn1c2ccccc2c2nnc(SCC(=O)NC3CC3)nc21	5%	-6%	-19%	13%	34%[activator]	i	-9%	7	-2%
O=C(NCc1ccccn1)C1COc2ccccc2O1 (stereo not given)	0%	-9%	-6%	-3%	8%	i	4%	-4	-14%
CCOc1ccc(C(=O)COC(=O)c2ccc(-n3cnnn3)cc2)cc1	-4%	-19%	14%	5%	41%[activator]	i	26%	0	13%
